# Source: PubChem BioAssay (several laboratories)
# MITF TRPM1 inh: inhibitors of MITF-dependent TRPM1 promoter reporter, primary screen, cell-based, SK-MEL-5, single point, luciferase; SK-MEL-5 TRPM1 promoter luciferase, 24 h; inhibition, % at 12.5 µM; 330,000 tested, 0.83% active; AID 488899, 2010;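 active = mean inhibition across replicates of 60% or more, whatever share of single replicates reaches that level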; also: values of inactives mirror those of a sister screen read the other way
# hiPSC survival: enhancers of single-cell hiPSC survival, primary screen, ATPlite luminescence; 100% = ROCK inhibitor wells, 0% = DMSO; survival enhancement, % at 20 µM; 360,000 tested, 0.044% active; in the data active = survival enhancement above about 18%;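 also: cells exposed to compounds for 16 hours before the ATP read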
# Peg3 prom inh: Peg3 promoter-driven luciferase inhibitors, primary screen, cell-based, HeLa, luciferase luminescence | HeLa PEG-Prom luciferase reporter, overnight | inhibition, % at 20 µM | 360,000 tested, 1.7% active | AID 588405, 2011;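 active = inhibition of at least 50% at 20 µM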
# NR2E3 ag-1: inhibitors of NR2E3-RetCOR corepressor binding, primary screen, NR2E3 agonist project, biochemical, TR-FRET, GST-NR2E3, biotin-RetCOR; Photoreceptor-specific nuclear receptor (Homo sapiens), Q9Y5X4; 1536-well; inhibition of corepressor binding, % at 4.78 µM; 320,000 tested, 0.12% active; AID 2300, 2010;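 active = percent inhibition above the cutoff of mean plus 3 SD of all tested compounds, set per screening campaign, cut at about 20% in these data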;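 also: 0% = DMSO wells and 100% = biotin wells as full block of FRET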
# Target sequence (Q9Y5X4 whole entry, looked up): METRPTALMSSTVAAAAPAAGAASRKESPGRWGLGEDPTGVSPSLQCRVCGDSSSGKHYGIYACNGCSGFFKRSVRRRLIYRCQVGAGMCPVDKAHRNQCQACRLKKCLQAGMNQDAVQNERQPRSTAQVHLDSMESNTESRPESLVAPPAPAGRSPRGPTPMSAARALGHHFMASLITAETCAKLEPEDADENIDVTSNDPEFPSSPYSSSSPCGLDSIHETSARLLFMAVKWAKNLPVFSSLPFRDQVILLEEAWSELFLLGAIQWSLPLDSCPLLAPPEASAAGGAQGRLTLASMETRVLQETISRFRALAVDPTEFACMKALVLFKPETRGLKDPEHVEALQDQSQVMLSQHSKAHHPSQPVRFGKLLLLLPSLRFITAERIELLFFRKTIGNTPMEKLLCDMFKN
#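 Material: NR2E3–RetCOR corepressor complex / Amount: 1.35 nM GST-NR2E3 / Medium: Tris pH 7.5 / Compound: single nominal compound dose of 4.8 µM / Incubation: 5 h at 4 °C / Technique: TR-FRET, Eu(K)-anti-GST donor, streptavidin-D2 acceptor, ex 340, em 617/671 nm / Read-out basis: percent loss of FRET ratio relative to control wells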
# m5-HT2A agonist: mouse Htr2a agonists via beta-arrestin recruitment, primary screen, cell-based, luminescence. 360,000 tested, 0.66% active. CHO-K1 mHTR2A beta-arrestin complementation; percent of 30 µM serotonin response. activation, % at 7.6 µM;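 active = activation above a run cutoff, the mean activation of all tested compounds plus 3 SD, cut at about 14% in these data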;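 also: 0% = plate median of compound wells and 100% = 30 µM serotonin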
# HIF-2a block: HIF-2a reporter inhibitors, primary screen, luminescence, 786-0 RCC cells | 786-0 RCC cells HIF-2a reporter, luciferase luminescence, overnight | inhibition, % at 18.8 µM | 360,000 tested, 0.72% active | AID 624352, 2012;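 active = inhibition of the luminescence signal of 40% or more relative to plate controls, in a single-dose primary screen at 18.75 µM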
# CaV13 ICDI inh: Primary screen for inhibitors of IQ motif and Ca2+-dependent inactivation inhibitor domain binding in CACNA1D, Förster resonance energy transfer in living cells, …; AID 743397; 340,000 tested, 0.098% active; HEK cells, CFP/YFP FRET ICDI-IQ, plate reader, 10 min; percent FRET-ratio fall versus neutral wells; inhibition, % at 12.3 µM;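 active = mean replicate inhibition of at least 30% and at least 1% of replicates passing that level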;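 also: 0% = median of the neutral control wells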
# H9c2 protect: cardioprotection against H2O2-induced cell death, primary screen, uHTS, H9c2 cells, ATPLite luminescence. 360,000 tested, 0.63% active. H9c2 cardiomyocytes, H2O2 injury protection, 2 h. AID 588492, 2011. protection from H2O2 cell death, % at 20 µM;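 active = compounds giving at least 50% protection of heart cells from peroxide-induced death in the single-dose screen, raw or plate-pattern-corrected value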;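 also: 0% = DMSO wells with peroxide and 100% = DMSO wells without peroxide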
# PDI turbidity: inhibitors of human PDI, primary screen, biochemical, turbidity, single point, plate reader; Protein disulfide-isomerase (Homo sapiens), P07237; PDI insulin aggregation turbidity, A650, 90 min; inhibition, % at 10 µM; 350,000 tested, 0.052% active; AID 588391, 2011;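 active = mean inhibition across replicates of 30% or more, whatever share of single replicates reach that level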;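 also: absorbance from insulin aggregation driven by PDI reduction with DTT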
# Target sequence (P07237 whole entry, looked up): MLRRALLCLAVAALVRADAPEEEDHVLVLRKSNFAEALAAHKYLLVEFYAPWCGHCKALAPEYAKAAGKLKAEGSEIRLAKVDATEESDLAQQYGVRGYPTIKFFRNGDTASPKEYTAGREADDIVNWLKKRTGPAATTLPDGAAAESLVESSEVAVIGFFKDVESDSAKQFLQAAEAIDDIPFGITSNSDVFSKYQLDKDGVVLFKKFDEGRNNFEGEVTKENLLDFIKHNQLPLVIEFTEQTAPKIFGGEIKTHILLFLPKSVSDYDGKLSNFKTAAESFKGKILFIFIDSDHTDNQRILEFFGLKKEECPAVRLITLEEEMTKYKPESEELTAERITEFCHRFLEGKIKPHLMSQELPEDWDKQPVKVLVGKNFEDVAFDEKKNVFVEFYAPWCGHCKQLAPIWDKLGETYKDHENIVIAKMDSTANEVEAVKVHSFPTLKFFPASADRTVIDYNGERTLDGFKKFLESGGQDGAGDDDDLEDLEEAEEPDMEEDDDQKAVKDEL
# NR2E3 ag-2: NR2E3 agonists in two-hybrid cells, primary screen, cell-based, luminescence, CHO-S, Gal4-NCOR/VP16-NR2E3 | Photoreceptor-specific nuclear receptor (Homo sapiens), Q9Y5X4 | luciferase | inhibition of corepressor binding, % at 3.98 µM | 360,000 tested, 0.35% active | AID 602229, 2012;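 active = inhibition above the mean of all tested compounds plus 3 SD, cut at about 70% in these data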;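 also: 0% = DMSO with NR2E3 transfected cells and 100% = cells lacking NR2E3 construct; higher means lower luciferase signal from less NR2E3 corepressor binding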
# Shn3 inh set2: reduction of Shn3 3'UTR firefly luciferase signal, primary screen, Schnurri-3 inhibitor project, cell-based, Clone20 osteoblasts, set 2; 360,000 tested, 0.52% active; inhibition, % at 12.5 µM; Clone20 osteoblast Shn3 3'UTR firefly luciferase, 24 h;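 active = mean inhibition of at least 75% with every replicate also reaching 75%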;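 also: 0% = median of neutral control wells and 100% = pilot-screen positive control compound; some compounds past the cut are filed as inactive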
# Starred values were filed as active, the others as inactive; . = no result given.
SMILES,MITF TRPM1 inh,hiPSC survival,Peg3 prom inh,NR2E3 ag-1,m5-HT2A agonist,HIF-2a block,CaV13 ICDI inh,H9c2 protect,PDI turbidity,NR2E3 ag-2,Shn3 inh set2
Nc1nonc1-n1nnc(C(=O)N/N=C/c2cccnc2)c1-c1ccccc1,10,0.1,2,-1,5,1,-7,3,2,-18,17
Cc1nc2sc(C(c3ccco3)N3CC(C)OC(C)C3)c(O)n2n1 (stereo not drawn),4,0.6,1,0,23*,13,.,11,-1,-5,11
COc1cc(OC)cc(C(=O)N[C@H](C(=O)Nc2cc(F)ccc2C)C(C)C)c1,-11,-0.6,10,0,-5,16,-17,7,13,6,9
COC(=O)c1ccc(OC)c(CN2CCCN(Cc3ccc(F)cc3)S2(=O)=O)c1,13,-0.6,18,2,2,13,-13,-6,-5,-20,23
COc1cccc(CC(=O)Nc2nc3ccccc3[nH]2)c1,-13,-0.4,-36,0,4,-49,12,6,-23,-21,-15
CC(C)NC(=O)CN(c1cccc(Br)c1)S(C)(=O)=O,0,0.0,-10,-1,5,-13,-8,0,-5,-5,19
CC(C)(NC(=O)N1CCCC1)c1cccc(C(C)(C)NC(=O)N2CCCC2)c1,2,-1.5,13,3,6,13,-2,6,-13,2,10
O=C(Nc1cccc(Cl)c1)Nc1ccccc1C(=O)O,-63,-0.4,-194,-2,-4,-291,-3,-14,2,-115,-54
NC(=O)c1cccc(-c2csc(C(O)c3cccc(Cl)c3)n2)c1 (stereo not drawn),.,9.8,-13,.,0,-32,-9,26,6,-43,29
Cn1c(/C=C/N2CCOCC2)c(C(=O)c2ccc(Br)cc2)c(=O)n(C)c1=O,3,0.8,8,1,6,-2,.,9,-5,-4,5
COc1cc(C(C)=O)ccc1OCC(=O)Nc1ccccc1N1CCCCC1,19,0.7,43,-4,-1,23,-5,6,0,-32,10
CCC(=O)c1ccc(SC(=O)N(C)C)cc1O,-8,0.1,-42,-2,-6,-75,-4,-3,4,-9,-39
O=C(Nc1ccc2c(c1)OCO2)c1ccc(S(=O)(=O)NCC2CCCO2)cc1 (stereo not drawn),4,-0.8,14,3,4,6,-1,-12,-1,12,17
Cc1ccc(C)n1-c1ccc(-c2nnco2)cc1,3,-2.7,2,-2,8,18,.,10,-4,18,-3
C=C(c1ccccc1O)n1ccnc1,7,1.9,3,3,-7,22,-4,9,1,-10,-12
CCOc1ccc(-n2cnnn2)cc1S(=O)(=O)NC1CC1,-11,-2.9,8,1,3,10,-7,5,-7,-7,-23
O=[N+]([O-])c1ccc(NC(=S)N2CCc3ccccc3C2)cc1,0,-0.5,-29,2,-5,-23,-2,-4,15,-31,1
COc1ccc(CNC(=O)c2ccc(S(=O)(=O)N3CCOCC3)cc2)cc1,3,-0.4,7,.,-9,10,-6,0,0,-22,-10
COc1ccc(CNC(=O)/C=C/c2cc([N+](=O)[O-])ccc2OC(F)F)cc1,9,-0.7,11,1,2,10,-7,-6,5,0,10
O=C(Cc1ccc([N+](=O)[O-])cc1)N/N=C/c1ccc([N+](=O)[O-])o1,.,-2.3,4,-1,-4,-13,-7,6,9,-8,1
C=C(C)C1(O)OC(=O)C=C1OC (stereo not drawn),-7,0.5,2,-2,0,-7,.,-3,.,6,-28
COC(=O)CNC(=O)C(Cc1c[nH]c2ccccc12)NC(=O)Oc1ccccc1 (stereo not drawn),0,1.7,3,-2,4,13,-1,3,16,15,3
O=C(COc1ccc(-n2cnnn2)cc1)Nc1ccc(F)c(Cl)c1,-6,2.4,-8,.,-7,-10,-6,-5,4,-6,26
Cc1noc(C)c1S(=O)(=O)N(C)C[C@@H]1OCc2cnnn2CCCC(=O)N([C@H](C)CO)C[C@@H]1C,.,-0.5,-10,.,10,-1,.,23,-3,-11,10
CNC(=S)NCc1ccc(Cl)cc1,-8,-1.5,14,4,-1,8,-4,2,-1,-35,2

# Part of the list above in order of length of the SMILES, falling.
SMILES,MITF TRPM1 inh,hiPSC survival,Peg3 prom inh,NR2E3 ag-1,m5-HT2A agonist,HIF-2a block,CaV13 ICDI inh,H9c2 protect,PDI turbidity,NR2E3 ag-2,Shn3 inh set2
Cc1noc(C)c1S(=O)(=O)N(C)C[C@@H]1OCc2cnnn2CCCC(=O)N([C@H](C)CO)C[C@@H]1C,.,-0.5,-10,.,10,-1,.,23,-3,-11,10
Cn1c(/C=C/N2CCOCC2)c(C(=O)c2ccc(Br)cc2)c(=O)n(C)c1=O,3,0.8,8,1,6,-2,.,9,-5,-4,5
COC(=O)c1ccc(OC)c(CN2CCCN(Cc3ccc(F)cc3)S2(=O)=O)c1,13,-0.6,18,2,2,13,-13,-6,-5,-20,23
O=C(Nc1ccc2c(c1)OCO2)c1ccc(S(=O)(=O)NCC2CCCO2)cc1 (stereo not drawn),4,-0.8,14,3,4,6,-1,-12,-1,12,17
COc1ccc(CNC(=O)c2ccc(S(=O)(=O)N3CCOCC3)cc2)cc1,3,-0.4,7,.,-9,10,-6,0,0,-22,-10
COc1cc(C(C)=O)ccc1OCC(=O)Nc1ccccc1N1CCCCC1,19,0.7,43,-4,-1,23,-5,6,0,-32,10
COc1cccc(CC(=O)Nc2nc3ccccc3[nH]2)c1,-13,-0.4,-36,0,4,-49,12,6,-23,-21,-15
O=C(Nc1cccc(Cl)c1)Nc1ccccc1C(=O)O,-63,-0.4,-194,-2,-4,-291,-3,-14,2,-115,-54
Cc1ccc(C)n1-c1ccc(-c2nnco2)cc1,3,-2.7,2,-2,8,18,.,10,-4,18,-3
CCC(=O)c1ccc(SC(=O)N(C)C)cc1O,-8,0.1,-42,-2,-6,-75,-4,-3,4,-9,-39
C=C(c1ccccc1O)n1ccnc1,7,1.9,3,3,-7,22,-4,9,1,-10,-12

# Going on with the list:
SMILES,MITF TRPM1 inh,hiPSC survival,Peg3 prom inh,NR2E3 ag-1,m5-HT2A agonist,HIF-2a block,CaV13 ICDI inh,H9c2 protect,PDI turbidity,NR2E3 ag-2,Shn3 inh set2
CCCC(C(=O)NC1CCCC1)N(C(=O)Cn1nnc(-c2ccc(C)o2)n1)c1ccccc1F (stereo not drawn),-3,-0.4,13,.,-4,16,-2,0,-4,-1,12
O=C(CC1(O)C(=O)N(CN2CCOCC2)c2ccccc21)c1ccccc1 (stereo not drawn),-1,3.3,18,4,-1,14,-5,5,3,5,-34
CCn1cc(C(=O)NN)c(=O)c2cc(F)c(N3CCCCC3)cc21,0,-0.7,2,.,-3,12,-17,3,9,-11,6
Nc1cccc(/C=C/C(=O)O)c1,-3,0.6,5,-3,2,13,-5,-3,11,16,-12
COc1ccccc1NS(=O)(=O)c1cccc(C(=O)N/N=C/c2ccc(OCC(=O)O)cc2)c1,-4,2.6,21,2,-1,12,-3,0,5,-2,2
Cc1cc(C)c(NC(=O)C2CCC(=O)N2)c(C)c1 (stereo not drawn),-7,1.2,11,3,3,12,-7,-4,-1,-9,6
Cc1ccc(S(=O)(=O)N(C)CC(=O)NC2CCCC2)cc1,7,-1.4,8,1,2,8,-5,7,12,-5,9
Cc1cc(C)c2c3c(sc2n1)C1(CCSCC1)C(C#N)=C(N)O3,-3,-1.8,-26,1,-1,-191,.,-8,-2,-20,9
COc1ccc(NS(=O)(=O)c2cccc(C(=O)NNC(=O)c3cncc(Br)c3)c2)cc1,0,-0.3,-8,-5,1,8,-6,-7,4,-14,-8
C/C(CC(=O)Nc1ccc(Cl)cc1C(F)(F)F)=N\NC(=O)c1cccs1,5,0.1,7,-1,-6,-12,-6,5,-3,-100,-5
Oc1ccc(/C=N/N2CCCCC2)c(O)c1O,7,0.2,-6,4,1,15,-5,5,1,-16,-2
O=C(NC(C(=O)c1ccccc1)n1cnccc1=O)c1ccccc1 (stereo not drawn),-6,0.0,-62,1,1,-58,.,31,-20,-29,-13
O=C1OC(c2ccccc2)=N/C1=C\N1CCCCC1,-88,1.1,-269,1,0,-213,-8,-1,3,-80,-50
CC1CCCN(C(=O)Cn2nnc(-c3cccnc3)n2)C1 (stereo not drawn),7,-2.2,9,-4,10,-1,-5,-2,-8,9,14
COc1ccc(NC(=S)NCCc2ccccc2)c(OC)c1,-6,-0.8,3,2,-2,-17,-7,6,3,6,-22
COC(=O)c1c(C)[nH]c(C(=O)OCC(=O)c2ccc(C)s2)c1C,-83,-1.7,-301,.,-2,-250,-5,-5,1,-110,53
COC(=O)c1ccc2c(=O)[nH]c(COC(=O)c3c(-c4ccccc4Cl)noc3C)nc2c1,13,0.0,4,2,1,-2,-5,7,-5,-1,3
COCCCn1c(Cc2csc(Nc3cccc(Cl)c3)n2)nnc1SCC(=O)OC1CCCCC1,-3,8.1,7,1,-4,20,.,-3,4,16,13
CC1CCC(NC(=O)Cn2cnc3sccc3c2=O)CC1 (stereo not drawn),-5,-1.0,-24,1,9,-27,-2,2,-8,-28,10
Cc1ccc(-c2noc(C3CCN(S(=O)(=O)c4ccc5c(c4)OCCO5)CC3)n2)o1,11,0.0,8,0,0,4,-8,-21,16,28,73
CN(CC(=O)Nc1ccccc1Cl)C(=O)COC(=O)c1ccc(=O)n(Cc2ccccc2)n1,-4,0.4,22,-3,1,9,-6,6,5,-16,-11
Cc1noc(C)c1S(=O)(=O)Nc1ccc(O)c2c(=O)cc(-c3ccccc3Cl)oc12,-4,0.5,9,1,-5,9,-4,-3,2,-21,27
CCOC(=O)c1[nH]c2ccc(OC)cc2c1NC(C)=O,5,6.5,1,-1,-1,7,.,6,-5,2,-5
COc1cccc(CN2CCNC(=O)C2CC(=O)NCC2CCOCC2)c1 (stereo not drawn),-2,-0.5,-3,-1,-3,4,-4,-1,9,1,2
